Screening data as filed in PubChem.
DAGLB inhibitor: diacylglycerol lipase beta (human) inhibition. Q8NCG7. HEK293T DAGLB membrane lysate, EnzChek fluorogenic substrate. inhibition, % at 5.17 µM. 340,000 compounds, 0.059% hits. AID 504411; in the data active = inhibition above about 34%;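 also: 0% = enzyme with vehicle and 100% = wells lacking enzyme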
NSD2 inh: inhibitors of human histone methyltransferase NSD2; O96028; NSD2 peptide methylation, AlphaScreen, 120 min; inhibition, % at 12.5 µM; 310,000 compounds, 0.54% hits; AID 743445; in the data active = inhibition above about 50%
V-ATPase pHluor: yeast V-ATPase proton transport regulation by pHLuorin. S. cerevisiae, pHLuorin cytosolic pH fluorescence. response, % at 10 µM. 350,000 compounds, 0.37% hits; in the data active = response mostly above about 7.3%, no sharp cut-off; inactive = mostly below about 5.4%; also: actives read high; inactives centre near 0; some compounds called inactive have numbers as strong as hits
Pemphigus Ab inh: inhibitors of pemphigus antibody binding to human desmoglein-3. P32926. DSG3-coupled beads, scFv-anti-DSG3-GFP binding, flow cytometry; stronger effect = lower value. binding (percent of control), % at 10 µM. 310,000 compounds, 0.48% hits. AID 588358;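 active = binding more than 3 SD below its plate's average and above zero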; also: some compounds called inactive have numbers as strong as hits
Target sequence (P32926 whole entry, looked up): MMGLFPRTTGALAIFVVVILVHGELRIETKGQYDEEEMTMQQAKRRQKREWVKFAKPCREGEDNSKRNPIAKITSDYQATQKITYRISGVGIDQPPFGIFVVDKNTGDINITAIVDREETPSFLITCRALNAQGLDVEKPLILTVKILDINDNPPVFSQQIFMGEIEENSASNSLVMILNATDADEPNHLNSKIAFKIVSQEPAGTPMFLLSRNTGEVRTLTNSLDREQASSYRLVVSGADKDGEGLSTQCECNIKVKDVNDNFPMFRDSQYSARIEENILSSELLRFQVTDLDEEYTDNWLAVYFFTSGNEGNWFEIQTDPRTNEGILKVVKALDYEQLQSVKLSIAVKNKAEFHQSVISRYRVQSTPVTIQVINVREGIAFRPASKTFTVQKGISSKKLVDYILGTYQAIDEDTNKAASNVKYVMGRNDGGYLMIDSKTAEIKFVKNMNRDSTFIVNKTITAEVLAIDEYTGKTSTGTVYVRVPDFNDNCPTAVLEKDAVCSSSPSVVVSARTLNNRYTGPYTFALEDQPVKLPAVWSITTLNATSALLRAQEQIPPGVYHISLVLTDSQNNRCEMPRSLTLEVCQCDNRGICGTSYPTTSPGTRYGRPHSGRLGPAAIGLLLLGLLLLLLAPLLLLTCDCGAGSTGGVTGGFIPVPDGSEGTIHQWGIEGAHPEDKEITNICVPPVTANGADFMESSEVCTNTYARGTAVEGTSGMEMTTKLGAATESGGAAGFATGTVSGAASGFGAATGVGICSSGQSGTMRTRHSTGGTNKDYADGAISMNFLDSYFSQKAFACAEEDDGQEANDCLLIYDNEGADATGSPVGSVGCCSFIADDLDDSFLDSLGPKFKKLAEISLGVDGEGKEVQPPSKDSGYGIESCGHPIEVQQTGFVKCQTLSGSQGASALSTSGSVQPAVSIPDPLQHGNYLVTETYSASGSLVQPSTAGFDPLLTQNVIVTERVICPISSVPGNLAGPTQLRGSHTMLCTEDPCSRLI
Keap1-Nrf2 PPI: Keap1-Nrf2 (human) interaction inhibition; Q14145; Keap1 Kelch-Nrf2 peptide fluorescence polarization, 1536-well; inhibition, % at 9.4 µM; 340,000 compounds, 0.15% hits; AID 504523; in the data active = inhibition above about 12%;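 also: human Keap1 Kelch domain with fluorescein labeled Nrf2 9mer peptide probe; 0% = neutral control wells and 100% = peptide positive control; higher means more block of Keap1 binding to Nrf2 peptide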
CAL PDZ FP-1: inhibitors of human CAL PDZ peptide binding | inhibition, % at 20 µM | purified CAL PDZ, TMR-peptide fluorescence polarization, 1 h | AID 504414 | 330,000 compounds, 0.02% hits | Q9HD26;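 active = highest replicate inhibition of at least 40%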;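 also: plate controls were DMSO neutral control wells for no effect and unlabeled competitor peptide control wells for full effect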
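material = purified tagged CAL PDZ domain construct (CerCALP) | buffer or medium = sodium phosphate/NaCl buffer pH 7.4 with TCEP, IgG, Thesit | reagent = TMR-labelled reporter peptide T*-PRC34 bound in PDZ groove | incubation = 1 h room-temperature incubation prior to read | measured by = fluorescence polarization (mP) | evaluation = percent inhibition from loss of millipolarization | control set = unlabelled peptide and DMSO controls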
Cardiac RTF inh: cardiac RTF calcium desensitization | IANBD-labeled cardiac RTF, Ca2+ fluorescence | inhibition, % at 7.15 µM | 340,000 compounds, 0.12% hits;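 active = inhibition above the mean inhibition of all tested compounds plus 3 SD, cut at about 17% in these data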;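 also: assay run at fixed EC70 calcium of 1.6 mM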
Arrestin-AP2 inh: human beta-arrestin and AP2 interaction inhibition. FITC-arrestin peptide / GST-AP2 beads, flow cytometry; AP2 beta2 appendage carries R879A mutation. inhibition, % at 10 µM. 340,000 compounds, 0.31% hits;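 active = inhibition above a set limit, near 3 SD of compounds lacking own fluorescence, cut at about 54% in these data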;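 also: plate controls were DMSO wells for no effect and 5 µM unlabelled arrestin peptide for full effect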
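System: GST-tagged AP2 beta2-adaptin appendage (R879A) on 4 µm glutathione beads / Reagent: FITC-arrestin peptide, 50 nM / Detection: HyperCyt-sampled flow cytometry, FL1 channel, ex 488/em 535 nm / Timing: 12 min plus 1 h, RT / Buffer or medium: PBS plus Tween 20 (0.05%) and BSA (0.1%)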
LANA DNA inh: inhibitors of KSHV LANA C-terminal domain DNA binding | MBP-C-LANA/FAM-LBS DNA binding, fluorescence polarization | 340,000 compounds, 0.078% hits | inhibition, % at 9 µM;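 active = highest replicate inhibition at or above 60% at 9 µM, even if other replicates fall short; inactive = all replicates below 60% inhibition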;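 also: 0% = neutral control wells and 100% = 4 µM acridine orange control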
CAL PDZ FP-2: blocks peptide binding to the human CAL PDZ domain | Q9HD26 | purified CAL PDZ, TMR-peptide fluorescence polarization, 1 h | 300,000 compounds, 0.92% hits | inhibition, % at 24.9 µM | AID 602252;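 active = mean inhibition of at least 30% with at least half of replicates also reaching 30%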;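 also: 0% = DMSO neutral control and 100% = excess unlabeled competitor peptide PRC23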
Active calls of the source: *; i = inactive; / = not tested or not shown; & = joins results of further samples.

SMILES | DAGLB inhibitor | NSD2 inh | V-ATPase pHluor | Pemphigus Ab inh | Keap1-Nrf2 PPI | CAL PDZ FP-1 | Cardiac RTF inh | Arrestin-AP2 inh | LANA DNA inh | CAL PDZ FP-2
COc1cccc(/C=N/NC(=O)NC23CC4CC(CC(C4)C2)C3)c1O | / | 6 | 2 | 102 | / | / | / | -1 | / | /
Cc1ccccc1NC(=O)/C(=C\c1cccs1)NC(=O)c1ccccc1 | 1 | -2 | -7 | / | -3 | 1.3 | 2 | 21 | 8.1 | -3
CCOC(=O)C1CCN(C(=O)CCNC(=O)c2cc(OC)c(OC)c(OC)c2)CC1 | -3 | -5 | -7 | 107 | -4 | 0.3 | 0 | 4 | -0.9 | -2
COc1ccc(C(OC(=O)c2ccco2)C(=O)NC2CCCC2)cc1OC (stereo not given) | -1 | 1 | 7 | 93 | -6 | -3.0 | 5 | 0 | 0.2 | -2
CCN(CC)c1ccc(NS(=O)(=O)c2ccc(-c3ccc(=O)[nH]n3)o2)c(C)c1 | 3 | -4 | -4 | 122 | 4 | -1.9 | -15 | 57* | 0.4 | -2
Cn1c(COc2ccccc2)nnc1SCCSc1nnc(COc2ccccc2)n1C | -1 | 2 | 4 | 98 | -2 | -0.5 | -4 | 7 | 0.8 | 0
CCOc1ccc(N(CC(=O)Nc2cccc(C)c2C)S(=O)(=O)c2c(C)[nH]c(=O)[nH]c2=O)cc1 | 3 | / | 1 | 87 | 1 | 0.1 | -6 | -4 | -0.4 | -8
O=C(CN1CCN(S(=O)(=O)c2ccc(F)cc2)CC1)Nc1ccccc1C(=O)NC1CC1 | 1 | 1 | -2 | 106 | -3 | 1.2 | -13 | -7 | 1.7 | -5
Cc1onc(-c2ccccc2Cl)c1C(=O)Nc1nnc(-c2ccc(Cl)cc2Cl)s1 | 0 | / | 1 | 101 | -1 | -2.6 | -10 | 2 | -0.6 | 0
CCS(=O)(=O)c1ccc(C(=O)NC2CC2)c(Cl)c1Cl | 1 | -3 | -1 | 94 | -2 | -0.7 | -8 | 41 | 0.3 | /
O=C(NCCCN1CCOCC1)c1ccc2c(c1)N(Cc1cccc(Cl)c1)C(=O)c1ccccc1S2=O (stereo not given) | 0 | -2 | -3 | 102 | 2 | -0.9 | -3 | -5 | -2.1 | 37*
COCC(=O)N(Cc1cc2ccc(C)cc2[nH]c1=O)c1ccccc1C | -1 | 0 | 0 | 100 | 0 | -1.1 | 3 | 35 | -2.4 | -4
CNS(=O)(=O)Cc1ccc2[nH]cc(CCN(C)C)c2c1 | 0&3 | / | -3&-7 | 137 | -2&-3 | -0.3&0.2 | -5&7 | 3&-3 | -0.6&1.4 | 1&-1
COc1cc(OC)nc(NC(=S)NC(=O)c2ccccc2)n1 | -1 | 6 | 6 | 97 | 0 | 0.8 | 9 | 12 | 1.1 | -6
O=C(CCNC(=O)c1ccc(Br)cc1)NNC(=O)COc1ccccc1F | 1 | 0 | 0 | / | -6 | -0.3 | 3 | 13 | 1.5 | 0
O=C(Cn1nnc(-c2ccccc2)n1)N/N=C/c1cccc([N+](=O)[O-])c1 | -1 | -1 | -2 | 88 | -1 | -0.1 | -14 | 10 | 0.3 | 2
CC(NC(=O)c1cccs1)C(S)c1ccccc1 (stereo not given) | 1 | 0 | 6 | 100 | -7 | -28 | -2 | 2 | -1.0 | -1
COc1ccc(S(=O)(=O)N(CC(=O)NCc2ccco2)c2ccccc2)cc1OC | -3 | -1 | -6 | 65 | -4 | 1.5 | -2 | 2 | 0.3 | -1
O=C(O)CCCNC(=O)C(c1ccccc1)c1ccccc1 | -2&-1 | 0&11 | -1&5 | 96&99 | -1&0 | 0.5&-0.4 | -4&-7 | -14&7 | 0.6&-1.6 | 5&-1
CCOC(=O)c1ccccc1NC(=O)c1cccc2c1C(=O)N(C1CCN(C(=O)OCC)CC1)C2 | -1 | / | -1 | 101 | 7 | -0.5 | -5 | -2 | 0.0 | 0
N#Cc1ccc(NCC(=O)Nc2ccc(S(=O)(=O)N3CCCCC3)cc2)cc1 | 0 | 41 | -1 | 99 | 0 | 0.3 | -3 | 6 | 0.5 | /
Cc1ccc(NC(=O)c2cc(S(=O)(=O)N3CCOCC3)ccc2F)c(C)c1 | 3 | 1 | -5 | 97 | 1 | / | -5 | -4 | 2.2 | -12
CN1CCN(C2=CC3=CC(=C(C#N)C#N)CCC3CC2)CC1 (stereo not given) | -422 | 2 | 35 | 317 | -465 | 0.1 | i | -26 | -71 | -4
C=C(C)CSc1nnc(-c2cccc(Cl)c2)n1N | 1 | -2 | -3 | 103 | -1 | -0.4 | -5 | 1 | 2.3 | /
NS(=O)(=O)c1ccc(N=Nc2c(O)[nH]c3ccc(Br)cc23)cc1 | 4 | -5 | 0 | 106 | -1 | -2.2 | 10 | -9 | -0.5 | -1
COc1ccc(-c2nc(C)sc2CC(=O)O)cc1 | -1 | 3 | 1 | 107 | -5 | -1.8 | -8 | 0 | 1.9 | -4
Cc1cc(NC(=O)COC(=O)c2ccc(NS(=O)(=O)c3ccc(C)c(C)c3)cc2)no1 | 0 | 1 | -2 | 80 | 1 | -0.8 | -5 | 6 | -1.7 | -2
COc1ccc(NC(=O)NNC(=O)COc2cc(C)c(Cl)c(C)c2)c(OC)c1 | 0 | 3 | -7 | 116 | 0 | -0.9 | -6 | 28 | -1.2 | 0
Cc1ccc(C(=O)NCCCNC(=O)COc2ccc(Cl)cc2)cn1 | -2 | -4 | -1 | 108 | 0 | -0.6 | -10 | 10 | -0.2 | -7
CN(C(=O)CN1CCN(c2ccccc2F)CC1)C1CCCc2ccccc21 (stereo not given) | -3 | -5 | 1 | / | -4 | -1.3 | -8 | 0 | -1.8 | -2
CSc1nnc2c(n1)OC(c1ccc(C(=O)O)cc1)N(C(C)=O)c1ccccc1-2 (stereo not given) | -2 | / | 0 | 109 | -1 | 0.6 | -10 | -4 | 0.5 | 3
Cn1ncc([N+](=O)[O-])c1C(=O)N1CCCCCC1 | 1 | 3 | -2 | 102 | -8 | 1.2 | -1 | 0 | -1.1 | -6
S=C(NCc1ccco1)N1CCN(c2cccc(Cl)c2)CC1 | -5 | 2 | 5 | 103 | -1 | -1.1 | -3 | 22 | -0.5 | -2
CCOc1ccccc1NC(=O)N1CCc2ccccc2C1 | -11 | 0 | 1 | 109 | -3 | -0.3 | -8 | 3 | 1.0 | 4
COC(=O)c1c(N)n(-c2ccc(NC(C)=O)cc2)c2nc3ccccc3nc12 | 2 | 6 | -8 | / | -4 | -1.9 | -2 | -8 | -1.3 | 3
O=C(Nc1ccc(F)cc1)c1ccc(Br)c(S(=O)(=O)N2CCOCC2)c1 | -1 | -6 | -7 | 97 | 4 | -3.1 | -2 | 40 | 1.5 | 3
Cc1cc(C)c(C(=O)COC(=O)c2nn(C)c(=O)c3ccccc23)cc1C | 2 | 0 | -1 | 100 | -6 | -1.3 | 1 | -1 | -0.1 | -7
CCOC(=O)C1CCN(S(=O)(=O)c2ccc(-c3cc(C(F)(F)F)n(C)n3)s2)CC1 | / | -4 | 0 | 107 | / | / | / | -2 | / | /
CN(C)S(=O)(=O)N1CCC(Oc2ccc(C(=O)NCc3cnn(C)c3)cc2)CC1 | 1 | -2 | 4 | 109 | -6 | -0.2 | 3 | 8 | 0.0 | -5
CCN1C(=O)CC(N2CCOCC2)C1=O (stereo not given) | 2 | 1 | 0 | 93 | 0 | 0.0 | -23 | -10 | -0.2 | -12
O=C(NCc1ccco1)C1Cc2ccccc2CN1S(=O)(=O)c1ccccc1F (stereo not given) | 1 | / | 2 | 100 | -8 | -2.4 | -12 | 0 | -0.2 | -9
COc1cc(Cn2c(-c3ccc(O)c(OC)c3)nc3ccccc32)ccc1O | 2 | 1 | 3 | 106 | -3 | -2.8 | -8 | 19 | -1.9 | 1
Cc1nc(SCC(=O)Nc2c(C)n(C)n(-c3ccccc3)c2=O)c2cnn(-c3ccccc3)c2n1 | 1 | -2 | 0 | 95 | -4 | -1.4 | -1 | 1 | 1.1 | /
Cc1cccc(NC(=S)N2CCN(c3cc(C)ccc3C)CC2)c1 | -8 | -2 | 0 | / | -1 | -0.2 | -23 | 5 | -1.0 | -43
COc1cccc(CN2CCN(CCc3ccccc3)C(CCO)C2)c1OC (stereo not given) | -4 | 3 | -3 | 104 | -5 | -0.3 | 7 | -2 | 1.5 | 3
CCCOc1ccc(CNC(=O)C2CCN(c3nnc(N4CCCC4=O)s3)CC2)cc1 | 2 | / | 4 | 115 | -7 | -0.5 | -4 | -4 | -1.2 | /
COC(=O)c1ccc(NC(=O)CN(Cc2ccc(Cl)cc2)S(C)(=O)=O)cc1 | -3 | -2 | -4 | 100 | -1 | -1.3 | -6 | 25 | -2.3 | /
O=C(c1ccc2c(c1)OCO2)N1CCN(c2ccccn2)CC1 | -2 | -2 | 4 | 86 | 3 | -0.1 | 10 | -1 | -0.7 | 0
CCCS(=O)(=O)c1nnnn1-c1cccc(OC)c1 | 0 | / | 4 | 104 | -63 | -1.4 | -9 | -1 | 0.7 | /
CCn1c(SCC(=O)NC2(C#N)CCCCC2)nc2ccccc2c1=O | -1 | -6 | 6 | 97 | -5 | -2.3 | -6 | 0 | 1.0 | -4
CC1(C)O[C@H]2CC(=O)OC[C@]23[C@H]2CC[C@@]4(C)[C@H](c5ccoc5)OC(=O)[C@H]5O[C@]54[C@]2(C)[C@@H](O)C[C@@H]13 | 0 | / | -1 | 101 | 2 | -1.1 | -2 | -4 | 3.0 | -1
C=CCOC(=O)C1=C[C@@H](c2csc3ccccc23)[C@H](CCCO)[C@@H](OCC)O1 | -5 | / | -1 | 103 | -1 | 0.2 | -3 | -3 | 3.4 | -3
Cc1ccc(C(=O)Nc2ccc3c(c2)nc(CCNC(=O)c2ccco2)n3C)cc1 | 2 | -1 | 2 | 112 | 1 | -7.7 | -10 | -13 | 1.1 | /
CC(C)CN(C(=O)CN1CCC(C)CC1)c1c(N)n(CC(C)C)c(=O)[nH]c1=O | 0 | -2 | -1 | 105 | -3 | 0.1 | -16 | 31 | -1.0 | -3
Nn1c(SCC(=O)NCCC2=CCCCC2)nnc1C(F)(F)F | 0 | -6 | 2 | 103 | -4 | 0.6 | -5 | -7 | -0.8 | /
COc1ccc(OC)c(C(=O)CN2C(=O)C(=O)N(C3CCCC3)C2=O)c1 | -2 | -1 | 0 | 94 | -3 | 0.0 | 3 | -3 | -0.7 | /

A portion of the library, so the mix of outcomes need not match the whole.
